# Compound activity as filed in PubChem.
# NCI-60 one-dose screen, 48 h, at 10 µM unless noted. Numbers give growth in % (100 = growth as untreated, 0 = no growth, -100 = all killed).
# HS 578T: HS 578T breast cancer | 78,000 tested, 4.1% active | AID 1794788
# SK-MEL-28: SK-MEL-28 melanoma; 81,000 tested, 4.1% active; AID 1794761
# UACC-257: UACC-257 melanoma. AID 1794764. 78,000 tested, 4.4% active
# MALME-3M: MALME-3M melanoma. AID 1794766. 78,000 tested, 5.8% active
# SK-MEL-2: SK-MEL-2 melanoma; 77,000 tested, 4.7% active; AID 1794763
# UACC-62: UACC-62 melanoma; 81,000 tested, 5.4% active; AID 1794756
# BT-549: BT-549 breast cancer. 78,000 tested, 4.4% active. AID 1794793
# T-47D: T-47D breast cancer; 79,000 tested, 5% active; AID 1794792
# * marks the source's active call; other numbers are inactive results; / = no result given. How the source made its calls: active means growth percent below 10; inactive means the rest.
# Start of the data: the first 16 compounds, to show the layout:
SMILES,HS 578T,SK-MEL-28,UACC-257,MALME-3M,SK-MEL-2,UACC-62,BT-549,T-47D
COc1cc2c(cc1OCCCN1CCN(CCCn3c4ccccc4c4ccccc43)CC1)N=C[C@@H]1CCCN1C2=O,-55*,-98*,-70*,-82*,-78*,-87*,-84*,-31*
COc1cc(OC)c(C2C(Cl)C(=O)N2Nc2ncnc3ccccc23)cc1OC (centres undefined),107,105,111,93,121,92,90,96
CCCCc1ccc(-c2nc3c(c(C)nc4c3nnn4-c3cc(OC)c(OC)c(OC)c3)c(=O)o2)cc1,87,104,110,118,115,99,107,/
Cc1c2c(cc[n+]1Cc1ccc(F)cc1)c1ccc(OCc3cccc(F)c3)cc1n2Cc1cccc(F)c1,-41*,-91*,-86*,-80*,-81*,-98*,-88*,-76*
O=C1C(Cl)=C(Nc2ccccc2)C(=O)c2ccccc21,54,-92*,-79*,-80*,-66*,-50*,-95*,-2.5*
O=C(/C=C/c1c(-c2ccc(F)cc2)nc2sccn12)c1cc(F)cc(F)c1,/,105,132,98,128,70,107,83
CCCCSc1ccc(NC(=S)Nc2ccc(SCCCC)cc2)cc1,109,136,102,113,100,94,115,115
COc1cc(C)ccc1Oc1nc(Nc2ccc(N3CCOCC3)cc2)ncc1NCc1cccc(OC(F)(F)F)c1,97,112,99,104,80,103,96,90
O=S(=O)(NCCNc1cc(-c2cn(-c3ccccc3)nc2-c2cccc(O)c2)ccn1)c1ccc(C(F)(F)F)cc1,49,/,/,60,56,/,65,18
O=S(O)c1cc(Cl)cc(Cl)c1OCc1ccccc1,95,105,91,100,105,107,107,102
N#Cc1c(-c2ccc(F)cc2)nn(CC(=O)N2CCOCC2)c1N,94,103,105,90,104,95,96,104
CCN(CC)CCC(=O)c1cc(-c2ccccc2)oc1-c1ccccc1,98,107,92,115,95,80,92,67
CN(C)c1ccc(O)c2c1CC1CC3C(N(C)C)C(=O)C(C(N)=O)=C(O)C3(O)C(=O)C1=C2O (centres undefined),49,47,48,47,18,29,29,51
C[C@]12CC[C@@H]3c4ccc(O)cc4CC[C@H]3[C@@H]1CC[C@@H]2NS(=O)(=O)c1ccc(C(F)(F)F)cc1,73,73,74,9.1*,/,73,59,25
CCCCN(CCCC)CCCCCCCCCO,93,104,105,128,/,96,/,114
CC1=NN(c2cccc(Cl)c2)C(=O)/C1=C\c1cn(-c2nc(N3CCOCC3)nc(N3CCOCC3)n2)c2ccccc12,104,116,106,104,110,103,103,100

# The listing, previewed entries included:
SMILES,HS 578T,SK-MEL-28,UACC-257,MALME-3M,SK-MEL-2,UACC-62,BT-549,T-47D
COc1cc2c(cc1OCCCN1CCN(CCCn3c4ccccc4c4ccccc43)CC1)N=C[C@@H]1CCCN1C2=O,-55*,-98*,-70*,-82*,-78*,-87*,-84*,-31*
COc1cc(OC)c(C2C(Cl)C(=O)N2Nc2ncnc3ccccc23)cc1OC (centres undefined),107,105,111,93,121,92,90,96
CCCCc1ccc(-c2nc3c(c(C)nc4c3nnn4-c3cc(OC)c(OC)c(OC)c3)c(=O)o2)cc1,87,104,110,118,115,99,107,/
Cc1c2c(cc[n+]1Cc1ccc(F)cc1)c1ccc(OCc3cccc(F)c3)cc1n2Cc1cccc(F)c1,-41*,-91*,-86*,-80*,-81*,-98*,-88*,-76*
O=C1C(Cl)=C(Nc2ccccc2)C(=O)c2ccccc21,54,-92*,-79*,-80*,-66*,-50*,-95*,-2.5*
O=C(/C=C/c1c(-c2ccc(F)cc2)nc2sccn12)c1cc(F)cc(F)c1,/,105,132,98,128,70,107,83
CCCCSc1ccc(NC(=S)Nc2ccc(SCCCC)cc2)cc1,109,136,102,113,100,94,115,115
COc1cc(C)ccc1Oc1nc(Nc2ccc(N3CCOCC3)cc2)ncc1NCc1cccc(OC(F)(F)F)c1,97,112,99,104,80,103,96,90
O=S(=O)(NCCNc1cc(-c2cn(-c3ccccc3)nc2-c2cccc(O)c2)ccn1)c1ccc(C(F)(F)F)cc1,49,/,/,60,56,/,65,18
O=S(O)c1cc(Cl)cc(Cl)c1OCc1ccccc1,95,105,91,100,105,107,107,102
N#Cc1c(-c2ccc(F)cc2)nn(CC(=O)N2CCOCC2)c1N,94,103,105,90,104,95,96,104
CCN(CC)CCC(=O)c1cc(-c2ccccc2)oc1-c1ccccc1,98,107,92,115,95,80,92,67
CN(C)c1ccc(O)c2c1CC1CC3C(N(C)C)C(=O)C(C(N)=O)=C(O)C3(O)C(=O)C1=C2O (centres undefined),49,47,48,47,18,29,29,51
C[C@]12CC[C@@H]3c4ccc(O)cc4CC[C@H]3[C@@H]1CC[C@@H]2NS(=O)(=O)c1ccc(C(F)(F)F)cc1,73,73,74,9.1*,/,73,59,25
CCCCN(CCCC)CCCCCCCCCO,93,104,105,128,/,96,/,114
CC1=NN(c2cccc(Cl)c2)C(=O)/C1=C\c1cn(-c2nc(N3CCOCC3)nc(N3CCOCC3)n2)c2ccccc12,104,116,106,104,110,103,103,100
CCc1c2cc(C(F)(F)F)ccc2n2cc(Cc3ccccc3)[nH]c(=O)c12,98,113,118,92,110,101,98,95
CCOC(=O)CCOc1ccccc1N,103,112,105,97,100,101,/,93
CN(C)S(=O)(=O)Nc1cccc(Br)c1,135,126,118,119,112,96,105,86
C#CC#CC#CC#CC#CC#CC#CC#CCC1OCC(COC(=O)O[C@@H](C(=O)O[C@H]2C[C@@]3(O)[C@@H](OC(=O)c4ccccc4)[C@@H]4[C@]5(OC(C)=O)CO[C@@H]5C[C@H](O)[C@@]4(C)C(=O)[C@H](OC(C)=O)C(=C2C)C3(C)C)[C@@H](NC(=O)c2ccccc2)c2ccccc2)O1 (some centres undefined),-4.4*,59,53,42,31,22,14,37
CCOP(=O)(OCC)O[C@H]1CC[C@]2(C)[C@H]3CC[C@@H]4[C@@H]([C@](C)(O)CCC=C(C)C)CC[C@@]4(C)[C@]3(C)CC[C@H]2C1(C)C,11,49,9.3*,40,17,44,-15*,9.3*
CCOC(=O)CCN(CCC(=O)OCC)C(C)C,111,107,99,102,95,100,99,95
O=c1[nH]n(-c2ccccc2)c2ccccc12,105,108,99,97,118,98,107,89
NC(=O)NC(=O)NC(N)=O,100,112,93,93,107,96,111,95
CCCCCCOC(=O)c1ccccc1Cl,120,110,104,98,104,106,105,101

# The closing two entries of the section before open the next one:
SMILES,HS 578T,SK-MEL-28,UACC-257,MALME-3M,SK-MEL-2,UACC-62,BT-549,T-47D
NC(=O)NC(=O)NC(N)=O,100,112,93,93,107,96,111,95
CCCCCCOC(=O)c1ccccc1Cl,120,110,104,98,104,106,105,101
NC(N)=N/N=C(/C[n+]1ccccc1)c1ccc([N+](=O)[O-])cc1,97,110,/,107,103,105,115,103
Nc1ncc(-c2ccc(C(F)(F)F)cc2)s1,98,100,103,97,99,90,85,84
CCc1ccc(CCN2C(=O)c3ccccc3C2=O)nc1,119,118,96,102,/,99,116,95
N#Cc1ccc(C(=O)C[n+]2cn(CCC(=O)Nc3cccc4cccnc34)c3ccccc32)cc1,111,100,100,/,99,100,91,91
CCCc1cc2c(cc1CN(Cc1cc3c(cc1CCC)OCO3)C(=N)OCC)OCO2,73,102,84,83,81,77,80,85
CCCCN(CCCC)CC(O)c1cc2c(Cl)cc(Cl)cc2c2cc(C(F)(F)F)ccc12 (centres undefined),117,103,93,106,105,76,118,88
CCCOC(=O)NCCOS(=O)(=O)c1ccccc1,107,104,99,105,103,100,100,108
CCN(CC)CCNC(=O)n1cc(-c2ccncc2)c(-c2ccc(Cl)c(OC)c2)n1,90,90,93,114,96,73,96,69
O=C1/C(=C/c2cccc(OCCCc3ccccc3)c2)Oc2cc(OCCN3CCCCC3)ccc21,/,90,91,71,120,86,73,76
CC(=O)N1C2=CCCC3CCCCC23c2ccccc21 (centres undefined),99,107,97,81,94,81,101,84
CN(C)c1nc(NCCNS(=O)(=O)c2ccc(C3=Nc4c(N)nc(N)nc4NC(c4ccc(F)cc4)C3)cc2)nc(Nc2ccc(F)cc2)n1 (centres undefined),52,55,59,47,59,45,49,41
Cc1cc2c(cc1C)Nc1sc(N)nc1C(=O)N2,104,115,100,107,104,98,109,98
Cc1ccc2nc(COc3ccc(C(=O)NNC(=S)NC(=O)c4ccccc4)cc3)[nH]c2c1,61,56,83,81,69,52,82,60
c1ccc(Nc2csc(Nc3cnccn3)n2)cc1,100,109,113,111,105,96,113,101
COc1cc(-c2ccc(N=C=O)c(OC)c2)ccc1N=C=O,99,103,87,99,115,68,98,98
COc1ccc2nc(Nc3cccc(NC(=O)c4ccc(CN5CCN(C)CC5)c(C(F)(F)F)c4)c3)ccc2c1,-23*,-97*,-84*,-92*,-98*,-93*,-46*,-26*
CC1(C)CC[C@]2(C=O)CC[C@]3(C)[C@@H](NC(=O)C[C@@H]4[C@@]5(C)CCC(=O)C(C)(C)[C@@H]5CC[C@]43C)[C@@H]2C1,108,108,102,106,109,90,98,116
CC12CCCC(=O)N1c1ccccc1-c1nc(=O)c(-c3ccccc3)nn12 (centres undefined),95,108,100,93,118,87,103,100
COc1ccc(C2CC(c3ccc(N(C)C)cc3)=NN2c2ccc(S(N)(=O)=O)cc2)cc1 (centres undefined),97,86,74,83,80,62,75,37
CC(C)n1c2ccc(Br)cc2c2c3c(c4c5ccccc5ccc4c21)C(=O)NC3=O,108,97,113,105,111,101,96,63
CC(C)CCN(CCCNc1c2c(nc3cc(Cl)ccc13)CCCC2)CCC(C)C,76,83,71,/,103,83,87,62
O=C(O)c1cc2n(n1)CC(c1ccccc1)N2 (centres undefined),91,103,98,100,110,93,96,/
O=C(Cc1ccccc1)NCCCNC(=O)Cc1ccccc1,112,113,111,/,106,94,102,113
CN1CCN(Cc2ccc(NC(=O)c3cncc(C#Cc4ccc(N)nc4)c3)cc2C(F)(F)F)CC1,-22*,/,12,-70*,-48*,-5.9*,19,8.2*
Clc1ccc(-c2ccnc3c2c(-c2ccc(Cl)cc2)nn3-c2ccccc2)cc1,106,99,97,106,113,97,109,97
SMILES,HS 578T,SK-MEL-28,UACC-257,MALME-3M,SK-MEL-2,UACC-62,BT-549,T-47D
NC(=S)NN=C(c1ccccc1)c1ccccc1,97,116,93,94,107,100,110,51
O=c1cc(SCc2ccc(Cl)cc2Cl)nc[nH]1,112,112,107,107,93,90,96,90
Cc1ccc(-c2cn(CC(=O)Nc3ccc4c(ccn4C)c3)nn2)cc1,100,107,112,101,112,97,101,96
NS(=O)(=O)c1ccc(-n2nc(-c3ccc(Cc4ccccc4)cc3)ccc2=O)cc1,102,101,/,100,115,103,92,100
COc1cc(-c2nn(-c3ccc(NC(=O)Nc4cc(C(F)(F)F)cc(C(F)(F)F)c4)cc3)cc2-c2ccncc2)ccc1Cl,-34*,5.4*,-1.4*,-1.2*,/,3.7*,/,8.7*
Cc1ccccc1-n1c(C)nc2cc(N)ccc2c1=S,105,108,103,83,104,92,93,89
Cc1ccn2c(NC3CCCCC3)c(-c3ccc(C)o3)nc2c1,93,103,/,/,99,77,109,63
CCOC(=O)C1=CSC2=NC3=C(CCCC/C3=C\c3ccc(Cl)cc3)C(c3ccc(Cl)cc3)N12 (centres undefined),100,103,107,87,108,99,115,90
COc1cc2cc(Oc3ccc(NC(=O)c4ccccc4)cc3)c(C)nc2cc1OC,57,93,95,94,60,96,82,80
C=CCN1C(=O)/C(=C/C(=O)OCC)S/C1=N\Nc1cc(=O)[nH]c2ccc(Br)cc12,90,104,106,93,106,93,92,86
COc1ccc(-c2cn3c(nc4ccccc43)c(-c3ccccc3)n2)cc1,75,94,110,120,97,87,101,79
Cn1cc(-c2cc3nc(-c4cn(C)c5ncccc45)cc(N)n3n2)c2cc(Cl)ccc21,-30*,-100*,-77*,-97*,-80*,-100*,-95*,-71*
c1ccc(C(=C(c2ccc(OCCN3CCCCC3)cc2)c2ccc(OCCN3CCCCC3)cc2)C2CCCC2)cc1,-9.6*,-76*,-34*,-95*,-90*,-97*,-55*,-1.5*
CCOc1ccc(N=Cc2ccc([N+](=O)[O-])cc2)c(O)c1,105,112,82,118,102,97,84,86
Nc1n[nH]c2cccc(C#Cc3cccc(C(=O)Nc4cc(CN5CCOCC5)cc(C(F)(F)F)c4)c3)c12,10,15,33,0.6*,4.1*,12,58,37
CC(C)NS(=O)(=O)c1cccc(-c2ccc3c4c(n(CCCN(C)C)c(=O)c3c2)-c2ccccc2C4=O)c1,100,100,107,92,101,106,96,97
CCC(C)[C@@H]1NC(=O)[C@@H]2CCCN2C(=O)[C@H](Cc2ccccc2)NC(=O)[C@H](CC(N)=O)NC(=O)[C@H](C(C)CC)NC(=O)[C@@H]2CCCN2C(=O)[C@H](Cc2ccccc2)NC1=O (some centres undefined),106,102,/,112,122,103,110,104
COc1ccc(C2=NN(C(N)=S)C(c3ccc(Cl)cc3)C2)cc1S(=O)(=O)Nc1cccnc1 (centres undefined),88,120,106,113,101,92,86,97
